Myeloid diff 2 – induction of myeloid progenitor differentiation, primary screen, cell-based, flow cytometry, MLPCN library; 360,000 tested, 1% active; calls only at 10 µM; ER-HoxA9 myeloid progenitors, lysozyme-GFP differentiation;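 active = normalized GFP-positive differentiation at or above the plate's own cutoff, the solvent-only control mean plus 3 SD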;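 also: cells exposed to compound for four days before flow analysis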
HIV fusion peptide – inhibitors of HIV fusion peptide binding, primary screen, biochemical, uHTS, fluorescence dequenching (AID 1986) | cell-free peptide binding, fluorescence dequenching, 30 min; higher % means a stronger effect | inhibition, % at 20 µM, or IC50 in µM where a hit was titrated | 290,000 tested, 0.3% active; in the data active = inhibition mostly above about 52%, no sharp cut-off; inactive = mostly below about 76%; also: some results filed as inactive read as strong as hits
KOR beta-arrestin-1 – KOR antagonists, beta-arrestin recruitment, cell-based, luminescence, uHTS (AID 1778) | Kappa-type opioid receptor (Homo sapiens) | KOR beta-arrestin recruitment, luminescence, antagonist mode; higher % means a stronger effect | inhibition, % at 10 µM, or IC50 in µM where a hit was titrated | 290,000 tested, 0.091% active; also: strong numbers were not always called active
KOR beta-arrestin-2 – KOR agonists, beta-arrestin recruitment, primary screen, cell-based, luminescence, uHTS (AID 1777) | one-dose activation, % at 10 µM; EC50 in µM for titrated hits | Kappa-type opioid receptor (Homo sapiens) | 280,000 tested, 0.02% active | KOR beta-arrestin recruitment, luminescence; higher % means a stronger effect; in the data active = activation above about 50%, passing the limit was not always enough; also: a part of the inactive calls stands beside numbers as strong as those of hits
Salmonella PhoP GFP – inhibitors of PhoP regulon expression, primary screen, Salmonella Typhimurium, GFP reporter (AID 1863) | S. Typhimurium PhoP-regulated promoter GFP reporter, 4 h; higher % means a stronger effect | inhibition, % at 50 µM; hits with a dose series show IC50 in µM | 300,000 tested, 0.16% active;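 active = inhibition over 29.93%, a cutoff 3 SD above the screen mean, later confirmed by dose response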;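 also: 0% = low Mg2+ inducing control and 100% = high Mg2+ repressing control; strong numbers were not always called active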
LYP phosphatase – inhibitors of LYP phosphatase, biochemical, fluorescence intensity, uHTS (AID 1779); Tyrosine-protein phosphatase non-receptor type 22 (Homo sapiens); recombinant LYP phosphatase, fluorescence intensity; higher % means a stronger effect; one-dose inhibition, % at 11.5 µM; IC50 in µM for titrated hits; 290,000 tested, 0.054% active;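 also: plate controls were vehicle with enzyme for no effect and no enzyme for full effect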
NOD1 NF-kB reporter – NOD1 signaling inhibitors, primary screen, cell-based, luminescence, uHTS (AID 1578) | NOD1-driven NF-kB luciferase reporter cells, luminescence; higher % means a stronger effect | inhibition, % at 4 µM, or EC50 in µM where a hit was titrated | 290,000 tested, 1% active; in the data active = inhibition mostly above about 36%, no sharp cut-off; inactive = mostly below about 34%;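 also: HEK-293T reporter cells stimulated with the NOD1 agonist gamma-tri-DAP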
Siah-1 displacement – Siah-1 peptide-binding antagonists, primary screen, biochemical, fluorescence polarization, rhodamine-plectin, uHTS (AID 1817); one-dose displacement, % at 20 µM; IC50 in µM for titrated hits; E3 ubiquitin-protein ligase SIAH1 (Homo sapiens); Siah-1 / rhodamine-plectin peptide fluorescence polarization; higher % means a stronger effect; 290,000 tested, 0.02% active;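 active = displacement of at least 50% at 20 µM, with a fluorescence ratio check between 0.3 and a set limit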;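 also: plate controls were Siah plus tracer with DMSO for no effect and tracer alone without Siah for full effect; strong numbers were not always called active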
NOD2 inhibition – NOD2 signaling inhibitors, cell-based, luminescence, uHTS, HEK293 (AID 1566); HEK293 NOD2/NF-kB luciferase reporter, luminescence; higher % means a stronger effect; inhibition, % at 4 µM; hits with a dose series show EC50 in µM; 290,000 tested, 0.63% active; also: many of its hits are not listed in these tables
Myeloid diff 2 GFP+ MAC1+ % – also measured in Myeloid diff 2; calls as there; GFP+ MAC1+ double positive, %; measured here: differentiation confirmed by MAC1 staining
* = called active by the depositor; [ ] = another dose, or the depositor's remark. Rule as the data show it, unless noted: active = inhibition above about 50%; inactive = the rest. Some of the compounds tested; the hit share may differ from the screen's.

`C=CCNCCCCOc1ccc(OCC)cc1` gave Myeloid diff 2 inactive, HIV fusion peptide -1.7%, KOR beta-arrestin-1 21%, KOR beta-arrestin-2 -5.8%, Salmonella PhoP GFP 11%, LYP phosphatase -12%, NOD1 NF-kB reporter -15%, Siah-1 displacement 1%, NOD2 inhibition 6% and Myeloid diff 2 GFP+ MAC1+ % 0.4.
CCOC(=O)C1=C(c2ccccc2)OC(N)=C(C#N)C1c1ccncc1 (stereo not given) was read as Myeloid diff 2 inactive, HIV fusion peptide 1.0%, KOR beta-arrestin-1 16%[20 µM], KOR beta-arrestin-2 -6.5%, Salmonella PhoP GFP 11%, LYP phosphatase 2%, NOD1 NF-kB reporter 18%, Siah-1 displacement 5%, NOD2 inhibition 5% and Myeloid diff 2 GFP+ MAC1+ % 0.1.
`Cc1cc(C(=O)Nc2ccc(F)c(Cl)c2)on1` gave Myeloid diff 2 inactive, HIV fusion peptide -0.9%, KOR beta-arrestin-1 8%, KOR beta-arrestin-2 -6.0%, LYP phosphatase -9%, NOD1 NF-kB reporter -4%, Siah-1 displacement 2%, NOD2 inhibition 6% and Myeloid diff 2 GFP+ MAC1+ % 0.7.
`COc1ccc(C2Nc3ccccc3C(=O)N2Cc2ccco2)cc1COc1ccc(NC(C)=O)cc1` (stereo not given) gave Myeloid diff 2 inactive, HIV fusion peptide 0.4%, KOR beta-arrestin-1 -12%, KOR beta-arrestin-2 51%, Salmonella PhoP GFP -10%, LYP phosphatase -3%, NOD1 NF-kB reporter -22%, Siah-1 displacement 0%, NOD2 inhibition 11% and Myeloid diff 2 GFP+ MAC1+ % 0.6.
For COc1ccc(OCCN2C(=O)NC(C)(c3ccc(C)cc3)C2=O)cc1 (stereo not given) the results were Myeloid diff 2 inactive, HIV fusion peptide 1.0%, KOR beta-arrestin-1 -22%, KOR beta-arrestin-2 14%, Salmonella PhoP GFP -3%, LYP phosphatase -4%, NOD1 NF-kB reporter 10%, Siah-1 displacement 0%, NOD2 inhibition 9% and Myeloid diff 2 GFP+ MAC1+ % 5.6.
C/C(=N\NC(=O)c1ccc(Cl)c(Cl)c1)c1cccc(NC(=O)C(C)C)c1 was read as Myeloid diff 2 inactive, HIV fusion peptide -3.8%, KOR beta-arrestin-1 4%, KOR beta-arrestin-2 1.3%, Salmonella PhoP GFP 1%, LYP phosphatase -2%, Siah-1 displacement 5%, NOD2 inhibition 15% and Myeloid diff 2 GFP+ MAC1+ % 1.1.
`O=C(CSc1nc2ccccc2s1)NC1CCCC1` gave Myeloid diff 2 inactive, HIV fusion peptide -0.5%, KOR beta-arrestin-1 11%, KOR beta-arrestin-2 -0.5%, Salmonella PhoP GFP 1%, LYP phosphatase -9%, NOD1 NF-kB reporter 10%, Siah-1 displacement -6%, NOD2 inhibition 20% and Myeloid diff 2 GFP+ MAC1+ % 0.8.
`Cc1cccc(CN2CCN(Cc3ccc4nonc4c3)CC2CCO)n1` (stereo not given) gave Myeloid diff 2 inactive, HIV fusion peptide -0.2%, KOR beta-arrestin-1 7%, KOR beta-arrestin-2 -4.7%, Salmonella PhoP GFP 3%, LYP phosphatase -10%, NOD1 NF-kB reporter -38%, Siah-1 displacement 3%, NOD2 inhibition 20% and Myeloid diff 2 GFP+ MAC1+ % 0.2.
Screening N#CCCN1CCC(NC(=O)OCc2ccccc2)CCC1=O (stereo not given) returned Myeloid diff 2 inactive, HIV fusion peptide -0.9%, KOR beta-arrestin-1 0%[20 µM], KOR beta-arrestin-2 -3.9%, Salmonella PhoP GFP -4%, LYP phosphatase -6%, NOD1 NF-kB reporter -25%, Siah-1 displacement 2%, NOD2 inhibition -6% and Myeloid diff 2 GFP+ MAC1+ % 1.5.
`CSc1cccc(NC(=O)C2CCN(S(C)(=O)=O)CC2)c1` gave Myeloid diff 2 inactive, HIV fusion peptide -1.8%, KOR beta-arrestin-1 -85%, KOR beta-arrestin-2 -4.8%, Salmonella PhoP GFP -4%, LYP phosphatase 1%, NOD1 NF-kB reporter 4%, Siah-1 displacement -1%, NOD2 inhibition 10% and Myeloid diff 2 GFP+ MAC1+ % 2.3.
Screening O=C(NCc1ccccc1)c1ccc(-c2ccc(F)cc2)o1 returned Myeloid diff 2 inactive, HIV fusion peptide -1.0%, KOR beta-arrestin-1 4%, KOR beta-arrestin-2 4.9%, Salmonella PhoP GFP 4%, LYP phosphatase -4%, NOD1 NF-kB reporter -18%, Siah-1 displacement 4%, NOD2 inhibition -2% and Myeloid diff 2 GFP+ MAC1+ % 0.5.
`CC(C)(C)c1ccc(C(=O)N2CCN(CCNC(=O)C(=O)Nc3ccc(F)cc3)CC2)cc1` gave Myeloid diff 2 inactive, HIV fusion peptide -1.2%, KOR beta-arrestin-1 -4%, KOR beta-arrestin-2 -4.0%, Salmonella PhoP GFP 7%, LYP phosphatase -8%, NOD1 NF-kB reporter 3%, Siah-1 displacement -4%, NOD2 inhibition -8% and Myeloid diff 2 GFP+ MAC1+ % 0.3.
O=C(NNC(=O)c1sccc1-n1cccc1)c1cccs1 was read as Myeloid diff 2 inactive, HIV fusion peptide 0.5%, KOR beta-arrestin-1 14%, KOR beta-arrestin-2 -4.1%, Salmonella PhoP GFP -1%, LYP phosphatase -6%, NOD1 NF-kB reporter -30%, Siah-1 displacement 6%, NOD2 inhibition 12% and Myeloid diff 2 GFP+ MAC1+ % 0.7.
`O=C(Cc1ccccc1[N+](=O)[O-])NCCSCc1c(F)cccc1Cl` gave Myeloid diff 2 inactive, HIV fusion peptide -3.9%, KOR beta-arrestin-1 -7%, KOR beta-arrestin-2 0.9%, Salmonella PhoP GFP -9%, LYP phosphatase -7%, NOD1 NF-kB reporter 5%, Siah-1 displacement 0%, NOD2 inhibition -9% and Myeloid diff 2 GFP+ MAC1+ % 1.4.
Screening Cc1ccccc1-c1nc(CN2CCC(C(=O)NCCCN3CCOCC3)CC2)c(C)o1 returned Myeloid diff 2 inactive, HIV fusion peptide -0.7%, KOR beta-arrestin-1 16%, KOR beta-arrestin-2 -2.0%, Salmonella PhoP GFP 18%, LYP phosphatase -3%, NOD1 NF-kB reporter -29%, Siah-1 displacement -3%, NOD2 inhibition 14% and Myeloid diff 2 GFP+ MAC1+ % 1.9.
Cc1onc(-c2c(Cl)cccc2Cl)c1C(=O)NCCc1ccncc1 was read as Myeloid diff 2 inactive, HIV fusion peptide -1.0%, KOR beta-arrestin-1 -37%, KOR beta-arrestin-2 3.8%, Salmonella PhoP GFP 4%, LYP phosphatase -5%, NOD1 NF-kB reporter -48%, Siah-1 displacement -1%, NOD2 inhibition -8% and Myeloid diff 2 GFP+ MAC1+ % 2.4.
CCC1Cc2c(nc(N)c3c(N)nc(N4CCCCC4)c(C#N)c23)O1 (stereo not given) was read as Myeloid diff 2 inactive, HIV fusion peptide 0.3%, KOR beta-arrestin-1 -30%, KOR beta-arrestin-2 5.1%, Salmonella PhoP GFP -6%, LYP phosphatase 1%, NOD1 NF-kB reporter -33%, Siah-1 displacement -11%, NOD2 inhibition -2% and Myeloid diff 2 GFP+ MAC1+ % 0.5.
`COc1ccc(C(=O)N2CCC(N3CCN(c4ccccc4)CC3)CC2)cc1OC` gave Myeloid diff 2 inactive, HIV fusion peptide -0.1%, KOR beta-arrestin-1 24%, KOR beta-arrestin-2 -6.2%, Salmonella PhoP GFP -3%, LYP phosphatase -2%, NOD1 NF-kB reporter -31%, Siah-1 displacement 4%, NOD2 inhibition 2% and Myeloid diff 2 GFP+ MAC1+ % 1.8.
`Cc1ccc(-c2c3c(=O)n(C)c(=O)n(C)c3cn2Cc2ccccc2)cc1` gave Myeloid diff 2 inactive, HIV fusion peptide 0.8%, KOR beta-arrestin-1 1%, KOR beta-arrestin-2 0.4%, Salmonella PhoP GFP -1%, LYP phosphatase 2%, NOD1 NF-kB reporter -9%, Siah-1 displacement -2%, NOD2 inhibition -4% and Myeloid diff 2 GFP+ MAC1+ % 1.9.
`CCC(C)n1ncn(-c2ccc(N3CCN(c4ccc(O)cc4)CC3)cc2)c1=O` (stereo not given) gave Myeloid diff 2 inactive, HIV fusion peptide 8.3%, KOR beta-arrestin-1 -8%, KOR beta-arrestin-2 -0.3%, Salmonella PhoP GFP -2%, LYP phosphatase 1%, NOD1 NF-kB reporter -8%, Siah-1 displacement 5%, NOD2 inhibition 5% and Myeloid diff 2 GFP+ MAC1+ % 0.5.
Screening Cn1c(SCc2ccccc2)nnc1-c1cccs1 returned Myeloid diff 2 inactive, HIV fusion peptide -0.3%, KOR beta-arrestin-1 8%, KOR beta-arrestin-2 8.8%, Salmonella PhoP GFP 18%, LYP phosphatase -4%, NOD1 NF-kB reporter -36%, Siah-1 displacement 4%, NOD2 inhibition -39% and Myeloid diff 2 GFP+ MAC1+ % 0.8.
For C/C(=N\NC(=O)c1cccs1)c1ccncc1 the results were HIV fusion peptide 1.5%, KOR beta-arrestin-1 -13%, KOR beta-arrestin-2 8.2%, Salmonella PhoP GFP -4%, LYP phosphatase 5%, NOD1 NF-kB reporter -18%, Siah-1 displacement 5% and NOD2 inhibition -68%.
CC(C(=O)OCc1nnc(-c2ccccc2)o1)N1C(=O)c2ccccc2C1=O (stereo not given) was read as Myeloid diff 2 inactive, HIV fusion peptide -0.8%, KOR beta-arrestin-1 -10%, KOR beta-arrestin-2 -0.6%, Salmonella PhoP GFP 8%, LYP phosphatase -5%, NOD1 NF-kB reporter -34%, Siah-1 displacement -2%, NOD2 inhibition -1% and Myeloid diff 2 GFP+ MAC1+ % 0.9.
COc1cc(C=O)ccc1Oc1nnnn1-c1ccccc1 was read as Myeloid diff 2 inactive, HIV fusion peptide -0.7%, KOR beta-arrestin-1 6%, Salmonella PhoP GFP -1%, LYP phosphatase -9%, NOD1 NF-kB reporter 7%, Siah-1 displacement 1%, NOD2 inhibition -1% and Myeloid diff 2 GFP+ MAC1+ % 0.7.
For Cc1ccc(-c2nc(N)n(S(=O)(=O)c3ccc(C)cc3)n2)cc1 the results were Myeloid diff 2 inactive, HIV fusion peptide 1.3%, KOR beta-arrestin-1 0%, KOR beta-arrestin-2 0.8%, Salmonella PhoP GFP -9%, LYP phosphatase -5%, NOD1 NF-kB reporter -18%, Siah-1 displacement 1%, NOD2 inhibition 15% and Myeloid diff 2 GFP+ MAC1+ % 0.3.

2 successive compounds out of the list so far, for reference:
O=C(NNC(=O)c1sccc1-n1cccc1)c1cccs1 was read as Myeloid diff 2 inactive, HIV fusion peptide 0.5%, KOR beta-arrestin-1 14%, KOR beta-arrestin-2 -4.1%, Salmonella PhoP GFP -1%, LYP phosphatase -6%, NOD1 NF-kB reporter -30%, Siah-1 displacement 6%, NOD2 inhibition 12% and Myeloid diff 2 GFP+ MAC1+ % 0.7.
`O=C(Cc1ccccc1[N+](=O)[O-])NCCSCc1c(F)cccc1Cl` gave Myeloid diff 2 inactive, HIV fusion peptide -3.9%, KOR beta-arrestin-1 -7%, KOR beta-arrestin-2 0.9%, Salmonella PhoP GFP -9%, LYP phosphatase -7%, NOD1 NF-kB reporter 5%, Siah-1 displacement 0%, NOD2 inhibition -9% and Myeloid diff 2 GFP+ MAC1+ % 1.4.
